Mtb RmlCD inh = blocks M. tuberculosis RmlC and RmlD coupled enzymes | P9WH09+P9WH11 | RmlC+RmlD coupled enzyme assay, percent inhibition; primary screen in compound mixtures | 160,000 tested, 0.03% active | inhibition, % at 3.6 µM; in the data active means inhibition mostly above about 34%, no sharp cut-off; further: some results filed as inactive read as strong as hits
Target sequence (P9WH09 whole entry, looked up): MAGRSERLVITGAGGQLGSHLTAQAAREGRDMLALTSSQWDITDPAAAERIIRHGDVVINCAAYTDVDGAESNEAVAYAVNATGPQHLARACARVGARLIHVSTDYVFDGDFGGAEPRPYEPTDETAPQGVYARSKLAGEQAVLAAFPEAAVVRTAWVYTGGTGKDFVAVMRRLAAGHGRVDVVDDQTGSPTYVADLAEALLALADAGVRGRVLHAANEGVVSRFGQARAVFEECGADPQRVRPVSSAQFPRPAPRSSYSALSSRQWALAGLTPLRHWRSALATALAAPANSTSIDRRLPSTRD
Target sequence (P9WH11 whole entry, looked up): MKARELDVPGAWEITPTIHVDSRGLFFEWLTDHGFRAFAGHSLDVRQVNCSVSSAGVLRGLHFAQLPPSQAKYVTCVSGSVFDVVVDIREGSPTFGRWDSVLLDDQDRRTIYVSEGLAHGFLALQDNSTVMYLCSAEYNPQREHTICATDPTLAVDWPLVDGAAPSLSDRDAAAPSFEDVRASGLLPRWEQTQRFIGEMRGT
GlmU inhibition = inhibition of mycobacterial GlmU enzyme – biochemical, glucosamine-1-phosphate acetyltransferase (AID 1376). 220,000 tested, 0.25% active. M. tuberculosis GlmU acetyltransferase enzyme assay; higher % means a stronger effect. one-dose inhibition, %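 (tested at 30 µM in the primary screen)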; IC50 in µM for titrated hits; in the data active means inhibition above about 13%;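 further: 0% = complete reaction with vehicle and 100% = reaction without substrate; strong numbers were not always called active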
* marks the source's active call; other numbers are inactive results; . = no result given. The list is partial; count on the stated rates, not on these rows.

SMILES	GlmU inhibition	Mtb RmlCD inh
Cc1ccc(-c2nnn(CC(=O)N(CC3CCCO3)C(C(=O)NC(C)(C)C)c3ccc(F)cc3)n2)o1 (stereo not given)	-0.8%	16
CC(C)(C)NC(=O)/C(=C\c1cccnc1)NC(=O)c1ccco1	3.0%	8
O=C(CCN1C(=O)c2ccccc2C1=O)Nc1ccc(-c2nc3ccccc3s2)cc1	0.4%	16
COc1ccc(Cl)cc1NC(=O)c1ccoc1C	4.4%	7
COc1ccc(NC(=S)Nc2cccc([N+](=O)[O-])c2)cc1	-4.1%	.
COc1cc(/C=N/Nc2nc(=O)[nH]nc2C)ccc1O	1.8%	.
Cc1cc(Cl)ccc1NC(=S)NCCCN1CCCC1=O	-5.0%	.
COc1ccc2[nH]c(=O)c(CN(Cc3cccs3)S(=O)(=O)c3cccc4nsnc34)cc2c1	8.4%	.
O=S1(=O)C=C(N2CCCCC2)c2ccccc21	-1.2%	-6
CC(C)(C)NC(=O)C(=O)N/N=C/c1cccs1	-2.4%	.
Cc1ccc(NC(=O)CSc2nnc(Cn3cnc4ccccc43)o2)cc1	-1.8%	.
CSCCC(N=C(NS(=O)(=O)c1ccccc1)c1ccccc1)C(=O)O (stereo not given)	0.1%	2
Cc1cc(OCC(=O)O)c2cccc(C)c2n1	5.6%	10
COc1nnc(-c2ccccc2)s1	8.8%	.
CCCCn1c(O)c(C(CC)=NCCN2CCOCC2)c(=O)[nH]c1=O	0.2%	-2
COc1ccc(S(=O)(=O)Nc2ccccc2C)cc1	-15%	12
COc1cc(/C=C/C(=O)Oc2coc(CSc3ncccn3)cc2=O)cc(OC)c1OC	1.1%	11
COc1ccc(C2CCCN2C(=S)Nc2c(C)cccc2C)cc1OC (stereo not given)	-1.8%	.
CCOc1ccc(S(=O)(=O)n2nnc3ccccc32)cc1C	-0.7%	3
O=c1[nH]c(=O)n(Cc2ccco2)c(O)c1C=NCCN1CCNCC1	1.6%	15
O=S1(=O)CCC(NC(=S)N2CCOCC2)C1 (stereo not given)	-0.5%	.
Nc1nc(N2CCN(c3ccc(Cl)cc3)CC2)n[nH]1	2.2%	7
O=C(c1c(Cl)cccc1Cl)N1CCN(c2cccc3[nH]ccc23)CC1	0.1%	.
CN(CC(=O)Nc1ccc([N+](=O)[O-])cc1Br)Cc1c(F)cccc1Cl	4.3%	-9
COc1ccc2cc(C(=O)OC(C)C)sc(=O)c2c1OC	8.3%	-7
COc1ccc(C2(C(=O)N3CCCC3)CCOCC2)cc1OC	3.9%	-14
COc1ccc(Cl)cc1-c1nc(SCC(N)=O)n[nH]1	.	5
C=C1CCN([C@@H](Cc2ccccc2)C(=O)NCCC(C)C)S(=O)(=O)c2ccccc21	3.4%	.
O=C(N/C(=C\c1ccc([N+](=O)[O-])cc1)C(=O)N1CCCCC1)c1ccccc1Br	6.7%	-12
COc1cccc(/C=N/NC(=O)C(=O)Nc2ccccc2OC(F)(F)C(F)F)c1O	0.9%	.
CC1CCN(C(C)C(=O)Nc2ccccc2-c2ccccc2)CC1 (stereo not given)	-0.3%	10
COC(=O)c1sc(NC(=O)C2c3ccccc3Oc3ccccc32)c(C(=O)OC)c1C	-3.8%	.
Cc1ccc(SCCNC(=O)/C=C/c2ccc(Cl)cc2)cc1	-0.1%	-6
CC(C)c1ccc(NC(=O)C[n+]2ccn(C3=C([O-])c4ccccc4C3=O)c2)cc1	6.3%	-10
O=S(=O)(/C=C/c1ccccc1)NC1CCCCCC1	4.5%	.
NNC(=O)c1snnc1-c1ccccc1	-3.6%	11
CCOC(=O)C1CCN(C(=O)c2ccccc2NS(=O)(=O)c2ccc(F)cc2)CC1	0.8%	28
COc1cc(-c2nc3ccc4ccccc4c3c3c2CCC3)cc(OC)c1O	-1.3%	-6
CCOc1ccc(NC(=S)NNc2ccnc3cc(Cl)ccc23)cc1	-5.4%	3
COc1ccc(NC(=O)c2csc3c2CCCC3)cc1	0.1%	-8
O=C(N1CCCCC1)N1CCN(S(=O)(=O)c2ccc(Cl)cc2)CC1	-4.8%	-6
C/C(CC(=O)Nc1cccc2c1CCCC2)=N\NC(=O)c1cccc2ccccc12	2.3%	.
Cc1ccc(NC2=NC(c3ccc(F)cc3)n3c(nc(C)cc3=O)N2)cc1 (stereo not given)	-1.7%	1
O=C1c2ccccc2C(=O)N1Cc1cc(-c2ccccc2Cl)no1	3.0%	.
Cc1ccc(C)c(N2CCN(C(=O)c3csc4ccccc34)CC2)c1	-4.2%	0
O=C(COc1ccc(Cl)cc1)NCc1nnc(SCC(=O)N2CCCCC2)o1	7.3%	73
CCc1nc2ccccc2c(NC(=O)CN2CC(C)CC(C)C2)c1C (stereo not given)	3.2%	-8
NC(=O)CN1C(=O)C2C3C=CC(C3)C2C1=O (stereo not given)	-0.9%	13
Cc1c(=O)n(OCc2ccccn2)c2ccccc2[n+]1[O-]	-2.2%	.
Cc1nnc(N2C(=O)c3cccc4cccc(c34)C2=O)s1	0.4%	.
Cc1nn(Cc2c(Cl)cccc2Cl)c(C)c1N	-1.3%	.
C=C1CCN([C@H](C(=O)OCc2cccc(C)c2)C(C)C)S(=O)(=O)c2ccccc21	-1.7%	.
COc1ccc(-c2noc(COc3ccc(C)c(C)c3)n2)cc1OC	0.3%	23
COC(=O)c1ccc(CSc2n[nH]c(C)n2)o1	3.0%	-10
Cc1cc(C(=O)CN2C(=O)NC(c3ccccc3)(c3ccccc3)C2=O)c(C)n1Cc1ccccc1	1.7%	.
COc1ccccc1NC(=O)Cc1csc(NC(=S)Nc2ccc(C)cc2)n1	-3.2%	.

Additional entries.
SMILES	GlmU inhibition	Mtb RmlCD inh
CCc1ccc(OCC(=O)N(C)CCC#N)c(Br)c1	-4.1%	.
C/C(=N\N=C(N)N)c1ccc(Cl)c(Cl)c1	-4.8%	3
CCn1c(-c2ccc3[nH]c(C)c(C)c3c2)n[nH]c1=S	8.0%	-5
CCCNc1nc(C)nc2c1cnn2CCc1ccccc1	1.4%	.
COc1ccc(OC)c(NC2c3ccccc3C(=O)N2Cc2ccc3c(c2)OCO3)c1 (stereo not given)	-2.4%	-9
COc1ccccc1CC(=O)Nc1ccc(OC)c(OC)c1	-2.1%	.
CCOC(=O)c1cc(C)n(-c2ccc(Cl)cc2)c1C	1.4%	-10
CCCc1nc2ccccc2c(=O)n1/N=C/c1ccc(O)cc1	3.4%	.
COC(=O)C1C(=O)c2c([nH]c(C(=O)OC3CCCC3C)c2C)CC1C (stereo not given)	-3.9%	-2
CN(c1ccc(C(=O)NCCSCc2ccccc2)cc1)S(=O)(=O)c1ccccc1	-0.2%	7
O=Cc1cn(-c2ccccc2)nc1-c1cc2ccccc2oc1=O	-4.7%	10
O=C(Cn1cnc2scc(-c3ccccc3)c2c1=O)N1CCOCC1	-3.1%	-7
O=C1c2ccccc2C(=O)N1CCCCN(C(=O)c1cc2ccccc2oc1=O)c1ccc(F)cc1F	-3.0%	-9
Cc1cc(OCc2nc(-c3cccnc3)no2)c(C)cc1Br	-2.9%	13
Cc1ccc(C(=O)COc2ccccc2C(=O)Nc2ccccc2)cc1	-4.0%	.
COc1cc(C(=O)N2C(=O)c3cccc(N)c3C2=O)cc(OC)c1OC	1.3%	7
CN1N=C(c2ccc(Cl)cc2)CC(c2ccc(Cl)cc2)C1=O (stereo not given)	0.2%	9
CCOc1cc2[nH]c(=S)n(CCCN3CCOCC3)c(=O)c2cc1OCC	0.2%	-10
O=S(=O)(NCc1ccco1)c1ccc(S(=O)(=O)N2CCCC2)cc1	-0.5%	-12
CCOc1ccccc1C1CC(=O)NC2=C1C(=O)CCC2 (stereo not given)	5.8%	.
CC(C)C(=O)c1cn(CC(=O)O)c2ccccc12	-4.9%	16
Cn1c(N)c(C(=O)COC(=O)c2ccccn2)c(=O)n(C)c1=O	-5.1%	6
Cc1cccc(OCCOCCN2CCOCC2)c1C	3.5%	8
O=C(N/N=C\c1cccc(F)c1)c1ccc(Cn2cc(Br)c([N+](=O)[O-])n2)o1	2.1%	.
O=C(O)C1C(C(=O)Nc2ccc(Cl)cc2)C2C=CC1C21CC1 (stereo not given)	2.2%	.
N#CC1CC(c2ccccc2)=NN1c1ccccc1[N+](=O)[O-] (stereo not given)	-6.2%	11
COc1cc(C(O)c2nc3ccccc3n2C)cc(OC)c1OC (stereo not given)	-1.6%	.
Cc1cccc(NC(=O)Cn2c([N+](=O)[O-])cnc2C)c1C	2.1%	2
O=S(=O)(c1ccc(NC(=S)N2CCN(c3ccc(O)cc3)CC2)cc1)N1CCOCC1	-3.5%	-9
COc1ccc(CN/C(C)=C(/C#N)C(N)=O)cc1OC	-7.2%	7
Cc1ccc(NC(=O)COC(=O)CN2C(=O)NC3(CCCC3)C2=O)cc1S(=O)(=O)N(C)C	-5.9%	5
C=CCSC(=S)Nc1c(C)n(C)n(-c2ccccc2)c1=O	5.0%	-8

An excerpt from above in order of number of heavy atoms, falling:
SMILES	GlmU inhibition	Mtb RmlCD inh
O=S(=O)(c1ccc(NC(=S)N2CCN(c3ccc(O)cc3)CC2)cc1)N1CCOCC1	-3.5%	-9
O=C(O)C1C(C(=O)Nc2ccc(Cl)cc2)C2C=CC1C21CC1 (stereo not given)	2.2%	.
C=CCSC(=S)Nc1c(C)n(C)n(-c2ccccc2)c1=O	5.0%	-8
COc1ccc(CN/C(C)=C(/C#N)C(N)=O)cc1OC	-7.2%	7

Other results:
SMILES	GlmU inhibition	Mtb RmlCD inh
NC(CC(=O)O)c1cccc(OCc2ccccc2)c1 (stereo not given)	-2.5%	-9
CCOC(=O)c1cnc(-c2ccccc2)nc1N(C)C	-4.6%	20
Cc1ccc(C(=O)C(C)OC(=O)c2ccccc2[N+](=O)[O-])cc1 (stereo not given)	1.9%	5
COc1ccc(/C=C/C(=O)c2ccc(C)c([N+](=O)[O-])c2)cc1O	1.4%	11
Cc1ccc(C(=O)CSc2nc(-c3ccccc3)ccc2C#N)cc1	7.4%	-12
CN(C)c1ccc(C(=O)OCC(=O)N2CCCCCC2)cc1	-4.4%	-14
O=C(COC(=O)c1ccco1)NCc1ccc2c(c1)OCO2	6.4%	-12
CCc1ccc2[nH]c(=O)c(CN(CCCO)C(=O)NCc3ccccc3)cc2c1	-1.4%	-5
CC1(OC(=O)CCc2ccccc2)C(=O)C=C2C=C(c3ccc(C#N)cc3)N(C(CO)CO)C=C2C1=O (stereo not given)	0.4%	-10
CC1(C)CC(=O)C(C=NCCN2CCN(C3CC(=O)N(c4cccc(Br)c4)C3=O)CC2)=C(O)C1 (stereo not given)	6.9%	3
CCN(CC(=O)NC1CCS(=O)(=O)C1)S(=O)(=O)c1ccc(C)c(C)c1 (stereo not given)	6.6%	-14
CCn1c(/C(C#N)=N/O)nc2ccccc21	8.3%	.
CC(O)CCC(=O)NNC(=S)Nc1ccccc1 (stereo not given)	2.5%	-4
CCc1cccc(C)c1NC(=O)C1CC=CCC1C(=O)O (stereo not given)	3.4%	-2
CCOc1ccc(Cn2c(=O)oc3ccc(C)cc32)cc1OC	1.6%	14
NS(=O)(=O)c1ccc(NC(=S)NC2CCCCCC2)cc1	6.0%	.
CCOC(=O)c1c(C)[nH]c(C)c1C(=O)COC(=O)/C=C/c1ccc(OC(F)F)cc1	5.3%	11
O=C(CN(Cc1ccccc1F)S(=O)(=O)c1ccc(Cl)cc1)NCCCO	-0.2%	2
O=C(C1CCCN(Cc2ccncc2)C1)N1CCc2ccccc2C1 (stereo not given)	2.8%	-7
O=C(O)CCCCCNC(=O)c1ccncc1	-2.0%	-1
COc1ccc(-c2cc3n(n2)CCc2nc4ccccc4n2-3)cc1	-2.7%	.
CC(=O)N(Cc1ccc(F)cc1)C1=C(NCc2ccccc2)C(=O)c2ccccc2C1=O	.	-2
C/C=C(\C)C(=O)NCCN1C2=NC[C@@H](Cc3ccccc3)N2C[C@H]1Cc1ccc(O)cc1	-1.9%	.
O=C(CN1CCCC1)Nc1ccc(Oc2ccc(NC(=O)CN3CCCC3)cc2)cc1	4.2%	.

Overlap with the part before: seven entries; new compounds follow.
SMILES	GlmU inhibition	Mtb RmlCD inh
O=C(CN(Cc1ccccc1F)S(=O)(=O)c1ccc(Cl)cc1)NCCCO	-0.2%	2
O=C(C1CCCN(Cc2ccncc2)C1)N1CCc2ccccc2C1 (stereo not given)	2.8%	-7
O=C(O)CCCCCNC(=O)c1ccncc1	-2.0%	-1
COc1ccc(-c2cc3n(n2)CCc2nc4ccccc4n2-3)cc1	-2.7%	.
CC(=O)N(Cc1ccc(F)cc1)C1=C(NCc2ccccc2)C(=O)c2ccccc2C1=O	.	-2
C/C=C(\C)C(=O)NCCN1C2=NC[C@@H](Cc3ccccc3)N2C[C@H]1Cc1ccc(O)cc1	-1.9%	.
O=C(CN1CCCC1)Nc1ccc(Oc2ccc(NC(=O)CN3CCCC3)cc2)cc1	4.2%	.
CCOC(=O)CCCc1ccc(/C(C)=N/NC(=S)NC)cc1	2.9%	-1
CCOC(=O)N1CCN(Cc2nc3c(c(=O)n(C)c(=O)n3C)n2Cc2cccc(C)c2)CC1	-2.2%	-8
COc1ccc(C(=O)COC(=O)c2cccnc2SC)cc1	1.6%	-1
Cc1cc(F)ccc1NC(=O)C1CCCO1 (stereo not given)	2.6%	2
C/C(=N\NC(=O)CC#N)c1ccc(Oc2ccccc2)cc1	1.9%	.

Assay outcomes: PubChem BioAssay, several laboratories
